# SRC3 TRFRET art: counter-screen for PPARgamma SRC-3 recruitment agonists: TR-FRET artefact; PPARgamma/SRC-3 format; stronger effect = higher value; AID 1048; 99,000 compounds, 0.39% hits; TR-FRET ratio at 8 µM; in the data active = TR-FRET ratio above about 2000; also: inactives centre near 1600; reference of the scale not given here
# SRC1 TRFRET art: TR-FRET artefact, counter-screen to PPARgamma/SRC-1 agonist assay | TR-FRET detection artefact counter-screen, emission ratio; stronger effect = higher value | TR-FRET ratio at 8 µM | 99,000 compounds, 0.34% hits | AID 1051; in the data active = TR-FRET ratio above about 2300; also: inactives centre near 1800; reference of the scale not given here
# * marks the source's active call; other numbers are inactive results. A portion of the library; rates above refer to the full screens.
SMILES,SRC3 TRFRET art,SRC1 TRFRET art
CC(NC(=O)C(C(=O)c1cccc([N+](=O)[O-])c1)n1cc(Cl)ccc1=O)c1ccccc1 (stereo not drawn),1533,1984
Cc1ccc(N2C(=O)c3ccc(C(=O)O)cc3C2=O)c(C)c1,1648,1709
Cc1cccc(-n2c(SCC(=O)N3CC(=O)Nc4ccccc43)nc3ccccc3c2=O)c1,1532,1709
O=C(/C=C/c1cnc2ccccc2n1)NC12CC3CC(CC(C3)C1)C2,1403,1681
COCC(C)N1C(=O)Cc2c1nc(N)c1c(N)nc(N3CCN(c4ccccc4F)CC3)c(C#N)c21 (stereo not drawn),1361,1773
COc1ccc(NC(=S)N2CCN(c3ccc([N+](=O)[O-])cc3)CC2)cc1OC,1594,2190
COCCCN(C(=S)Nc1cccc(Cl)c1)C(C)c1ccncc1 (stereo not drawn),1479,1844
COc1ccc(NC(=O)CCc2nc3ccccc3[nH]2)cc1,1671,1992
Cc1ccc(CN2CCN(Cc3cn(C(C)C)c4ccccc34)CC2CCO)o1 (stereo not drawn),1435,1464
COc1ccc(CC(=O)Nc2nc(-c3cccnc3)cs2)cc1,1751,1852
COc1ccc(C(=O)Nc2ccccc2C(=O)NCc2ccco2)cc1OC,1563,1799
CCS(=O)(=O)N1CCCC(C(=O)NCCc2ccc(C)cc2)C1 (stereo not drawn),1687,1919
CCOC(=O)C(C)Sc1nnc(NC(=O)c2ccc(C)c([N+](=O)[O-])c2)s1 (stereo not drawn),1592,1711
Cc1cc(CN2CCCC(CO)(Cc3cccc(Cl)c3)C2)n[nH]1 (stereo not drawn),1513,1796
CC(C)OC(=O)c1ccc(NC(=O)CSc2nc3ncccc3[nH]2)cc1,1607,1840
O=C1c2oc3ccccc3c(=O)c2C(c2ccc(O)cc2)N1c1nccs1 (stereo not drawn),1650,1869
COc1ccccc1NC(=O)c1ccc(SCC(=O)NCc2ccccc2Cl)c([N+](=O)[O-])c1,1568,1845
O=C(CN(c1cccc(C(F)(F)F)c1)S(=O)(=O)c1ccccc1)N1CCOCC1,1861,1765
c1ccc(CCNc2ccc3nncn3n2)cc1,1736,1842
CCCCNC(=O)Cc1cc(=O)[nH]c(=O)[nH]1,1436,1990
S=C(NC1CCCC1)N1CCN(C/C=C/c2ccccc2)CC1,1345,1739
C=CCNC(=O)COC(=O)c1nc2nccc(C)n2n1,1562,1923
Cc1cccc(C(=O)OC(C)CN2CCOCC2)c1 (stereo not drawn),1716,1695
Cc1cc(C(=O)NNC(=S)NCC(C)C)cs1,1609,1706
CCOC(=O)c1c(-c2cccc([N+](=O)[O-])c2)csc1NC(=O)CCCOc1ccccc1,1816,1889

# In another format: entries from further up.
# Values in the order – SRC3 TRFRET art	SRC1 TRFRET art
COc1ccc(CC(=O)Nc2nc(-c3cccnc3)cs2)cc1
→ 1751	1852
COc1ccc(C(=O)Nc2ccccc2C(=O)NCc2ccco2)cc1OC
→ 1563	1799

# Later entries
SMILES,SRC3 TRFRET art,SRC1 TRFRET art
NC(=O)c1cc(C(=O)c2ccc(Cl)cc2)c[nH]1,1621,1711
Cc1ccc(-c2c[n+](Cc3ccc(Cl)c(Cl)c3)c3n2CCC3)cc1,1487,1612
CCOc1ccc(NC(=O)CN2CCN(CC(=O)Nc3cc(OC)cc(OC)c3)CC2)cc1,1564,1826
CC(=O)NC(c1ccc(Cl)cc1)c1c(O)ccc2ccc(O)cc12 (stereo not drawn),1357,1614
Cc1nc(SCC(=O)NC(=O)NC2CCCCC2)nc(C)c1C,1577,1854
COC(=O)Cc1ccc(NC(=S)NCc2ccccc2)cc1,1587,1747
COc1ccc(Cl)cc1NC(=S)N(Cc1cccnc1)Cc1ccco1,1559,1825
Cn1cc(-c2ccccc2C(N)=O)c(=O)c2cc(Cl)ccc21,1598,1577
C/C(=N\OCc1ccccc1C#N)c1cc2ccccc2o1,1660,1668
COc1ccc(/C(C)=N/NC(=O)c2ccc(CSc3nncn3C)cc2)cc1,1483,1804
CCOc1ccc2c(c1)C(C)=CC(C)(C)N2S(=O)(=O)c1ccc(C)cc1,1559,1814
Cc1ccc(NC(=O)/C=C/c2ccc3c(c2)OCO3)cc1S(=O)(=O)N1CCOCC1,1526,1768
COc1ccc(/C=C/C(=O)c2ccc(O)cc2)cc1CN1CCOCC1,1584,1768
COc1cccc(-n2nc(C(=O)O)c3ccccc3c2=O)c1,1329,1691
CC(=O)Nc1cccc(C(=O)OCC(=O)NCc2ccc(F)cc2)c1,1601,1727
CCCCOc1ccc(C(=O)NCC(=O)OCC(=O)N2CCN(S(=O)(=O)c3ccc(C)cc3C)CC2)cc1,1689,1607
COc1ccc(/C=C/C(=O)NC(C)CCc2ccccc2)cc1OC (stereo not drawn),1669,1594
COc1cccc(-c2nc(-c3ccc4c(c3)NC(=O)CO4)cs2)c1,1783,1871
CS(=O)(=O)N(CC(=O)NCc1ccco1)c1ccc(OCc2ccccc2)cc1,1452,1490
Cc1ccc2nc(C)c(C(=O)N/N=C/c3ccc(N4CCOCC4)cc3)cc2c1,1682,1931
C=CCc1cc(Cl)ccc1OCCCNC(C)CC (stereo not drawn),1396,1431
Cn1cc(CN2CCN(c3cnccn3)CC2)c(-c2cccc(Cl)c2)n1,1578,1792
CC1CN(C(=O)c2cccs2)CCN1C(=O)c1cccs1 (stereo not drawn),1399,1522
O=C(/C=C/c1ccc(N2CCC(c3ccccc3)=N2)cc1)c1ccccc1,1550,1925
CC(C)N(C(=O)COC(=O)[C@H](C)NC(N)=O)c1ccccc1,1731,1793

# 3 entries from above, with two lines to a compound.
# Each structure is followed by: SRC3 TRFRET art | SRC1 TRFRET art
> CCOc1ccc(NC(=O)CN2CCN(CC(=O)Nc3cc(OC)cc(OC)c3)CC2)cc1
 : 1564 | 1826
> CC(=O)NC(c1ccc(Cl)cc1)c1c(O)ccc2ccc(O)cc12 (stereo not drawn)
 : 1357 | 1614
> Cc1nc(SCC(=O)NC(=O)NC2CCCCC2)nc(C)c1C
 : 1577 | 1854

# Remaining list, next part:
SMILES,SRC3 TRFRET art,SRC1 TRFRET art
Cc1ccc(S(=O)(=O)NCc2ccc(C(=O)NC3CC3)cc2)cc1,1617,1804
Cc1cc(C)cc(N=C2SC(CC(=O)Nc3ccccc3)C(=O)N2CCN2CCOCC2)c1 (stereo not drawn),1541,1829
COc1cc([C@@H]2c3cc4c(cc3[C@H](O)[C@H]3COC(=O)[C@H]23)OCO4)cc(OC)c1OC,1739,1674
Cc1ccccc1NC(=O)N1C2CCCC1CC(NC(=O)C(C)(C)C)C2 (stereo not drawn),1811,1711
COc1ccc(NC(=S)NC2CCCCC2)c(OC)c1,1608,1655
O=C(c1cc(-c2ccccn2)nc2ccc(Br)cc12)N1CCN(S(=O)(=O)c2ccccc2)CC1,1547,1680
O=C(Nc1nc2cc3c(cc2s1)OCCO3)c1ccncc1,1692,2101
CC(C)CCNC(=O)C(=O)NCCC1=CCCCC1,1645,1876
O=[N+]([O-])c1ccc(N2CCOCC2)cc1NC(c1ccccc1)c1ccccc1,1584,1930
CC(C)Cc1cc(C(=O)NCc2cccs2)no1,1341,1536
Cc1ccc(C(=O)c2coc3cc([N+](=O)[O-])c(O)c([N+](=O)[O-])c23)cc1,1485,1791
Cc1ccc(-n2cc(CN3CCC(O)(c4ccccn4)CC3)c(-c3ccc(F)cc3)n2)cc1,1421,1498
Cc1ccc(NC(=O)CSc2nccn2C)cc1S(=O)(=O)N1CCOCC1,1760,1711
COc1cccc(C(=O)Nc2cccc(C(C)=O)c2)c1,1419,1650
CCNc1nc(NC(C)(C)C)nc(N2CCCCC2)n1,1517,1514
COc1ccc(/C=N/NC(=O)c2cc(Br)ccc2O)cc1Cn1cc(Cl)cn1,1611,1683
CCCNC(=O)CSc1nc(COc2ccccc2)nc2ccccc12,1625,1687
Cc1ccccc1C(=O)O/N=C(\N)c1ccncc1,1693,1682
CN(C)CCN(C(=O)/C=C/c1cccs1)c1nc2c(F)cc(F)cc2s1,1666,2052
Clc1nc(Cl)nc(NCCC2=CCCCC2)n1,1727,2024
Oc1c(C(c2cccs2)N2CCN(c3cccc(Cl)c3)CC2)sc2ncnn12 (stereo not drawn),1720,1632
O=C1CCCc2oc3c(c21)CCCC3,1457,1946
Cc1cc(-c2n[nH]c(=S)n2-c2ccccc2)nn1C,1839,2186
Cc1cc(C)cc(NC(=O)CSc2ncc(S(=O)(=O)c3ccccc3)c(=O)[nH]2)c1,1773,1651
O=C(OCCN1C(=O)c2cccc3c(N4CCOCC4)ccc(c23)C1=O)c1ccc(Cl)cc1Cl,1323,1709

# Going on with the list.
SMILES,SRC3 TRFRET art,SRC1 TRFRET art
O=C(CSCc1ccc(Cl)cc1)Nc1cc([N+](=O)[O-])ccc1O,1485,1704
Nc1ccc(C(=O)c2cccs2)cc1,1453,1755
COc1ccc(Cn2c(-c3ccc(OC)cc3)nc3c(c(=O)c4ccccc4n3C)c2=O)cc1,1671,1876
Cc1ccc2nc(SC(C(=O)c3ccccc3)c3ccccc3)nc(C)c2c1 (stereo not drawn),1525,1913
CSCC(=O)NS(=O)(=O)c1ccc(C)cc1,1546,1887
CCOc1cc(C=C2C(=O)c3ccccc3C2=O)ccc1OCC(=O)Nc1ccc(C)cc1,1610,1705
Cc1ccc(-c2cc(C(F)(F)F)n3ncc(C(=O)N4CCCCC4c4cccnc4)c3n2)cc1 (stereo not drawn),1329,1697
COC(=O)c1c(NC(=O)CN2C(=O)NC3(CCC(C(C)(C)C)CC3)C2=O)sc2c1CCCCC2 (stereo not drawn),1743,1633
COc1ccccc1NC(=S)Nc1ccc2cn[nH]c2c1,1364,1728
O=C1NC(c2ccccc2OC(F)F)Oc2ccccc21 (stereo not drawn),1506,1550
O=c1c2ccccc2nnn1CCO,1676,1854
O=C(CCC(=O)NNC(=O)c1ccccc1[N+](=O)[O-])NCc1ccccc1,1517,1952
Cc1ccc(-n2cc(CN3CCC(CO)(Cc4cccc(C(F)(F)F)c4)CC3)cn2)cc1,1727,1857
O=C(Cc1ccccc1)NCc1ccc(-n2cccc2)cc1,1578,1792
CCCC(=O)N1N=C(c2ccccc2)CC1c1cn(C)c2ccccc12 (stereo not drawn),1691,1917
Cc1ccc(-n2c(C)cc(/C=N/NC(=O)Cn3c4ccccc4c(=O)c4ccccc43)c2C)cc1,1456,1962
CCOC(=O)N1CCN(Cc2ccc(O)c3ncccc23)CC1,1614,1775
COc1cc(/C=N/N2CCOCC2)ccc1OCc1ccc(Cl)cc1,1582,1843
O=C(CSC1=NCCS1)NC(c1ccccc1)c1ccccc1,1394,1715
CC(C)CNC(=O)C(=O)NCc1ccccc1,1809,1915
CCN(CC)S(=O)(=O)c1ccc(C)c(NC(=S)N2CCN(Cc3ccc4c(c3)OCO4)CC2)c1,1720,1530
CC(C)Cc1csc(NC(=O)c2ccc(Cl)cc2)c1C(=O)O,1585,1979
CCOc1ccccc1NC(=O)COC(=O)C(CC(C)C)N1C(=O)C2CC=CCC2C1=O (stereo not drawn),1647,2003
Cc1c(Br)c([N+](=O)[O-])nn1C(C)C(=O)NCC1CCCO1 (stereo not drawn),1397,1759
O=C1N(Cc2cccc(Cl)c2)C[C@@H]2C[C@@H](c3cccn3-c3nccs3)N3CCC[C@@]123,1460,1682

# The list goes on; it opens with the two that closed the last part.
SMILES,SRC3 TRFRET art,SRC1 TRFRET art
Cc1c(Br)c([N+](=O)[O-])nn1C(C)C(=O)NCC1CCCO1 (stereo not drawn),1397,1759
O=C1N(Cc2cccc(Cl)c2)C[C@@H]2C[C@@H](c3cccn3-c3nccs3)N3CCC[C@@]123,1460,1682
Cc1ccc(Cn2c([N+](=O)[O-])cnc2C)cc1,1556,1784
O=[N+]([O-])c1ccc(O)c2cccnc12,1511,1839
C#CCOCCOCCOCCNc1nc(N2CCOCC2)nc(N2CCN(C(=O)Cn3cc(CCCN=C(N)N)nn3)CC2)n1,1707,1704
O=C(CSc1ncnc2ccccc12)Nc1cccc(S(=O)(=O)N2CCCC2)c1,1522,1885
O=C(Nc1ccccn1)c1ccc2nc(-c3ccccc3)c(-c3ccccc3)nc2c1,1546,1729
O=C(/C=C/c1cccc(F)c1)N1CCc2ccccc21,1395,1537
COC(=O)N/N=C1\CCCc2c(C)cc(C)cc21,1493,1881
COc1ccc(-n2c(=O)c3ccccc3n(CC(=O)Nc3ccccc3OC)c2=O)cc1,1722,1853
COc1ccc(C2CC(c3cccs3)=NN2C(=O)CSc2nncn2C)cc1OC (stereo not drawn),1765,2064
COCCn1c(Cc2cccn2C)nnc1SCC(=O)Nc1nccs1,1739,2019
Cc1onc(-c2c(F)cccc2Cl)c1C(=O)OCC(=O)NC(=O)NCC(C)C,1556,1611
Cc1noc2ncnc(Sc3ccc(Br)cc3)c12,1543,1839
O=[N+]([O-])c1cccc(C2=NCCC(c3ccccc3)O2)c1 (stereo not drawn),1492,1852
CCN(Cc1ccccc1)C(=S)Nc1cc(C(=O)OC)ccc1C(=O)OC,1427,1962
COc1ccc(NC(=O)CCCNS(=O)(=O)c2cccs2)cc1,1436,1707
NC(=O)C[n+]1cccc(/C=N/O)c1,1697,1823
COC(=O)/C(=C1/Oc2cc(C)oc(=O)c2S1)C(F)(F)F,1687,1754
O=C(COc1ccc(Br)cc1)Nc1ccc(Cc2ccncc2)cc1,1628,1726
CC(C)Cn1c(=O)oc2ccccc21,1271,1569
Cc1cc(NC(=O)CSc2nc3c(cc2C#N)CCCC3)no1,1598,1754
CCOC(=O)CCNC(=O)N1CCCC(C(=O)c2ccc3c(c2)OCO3)C1 (stereo not drawn),1393,1574
CN(Cc1ccccc1)C(=O)c1ccc2c(c1)NC(=O)C(N1CCOCC1)S2 (stereo not drawn),1709,1788

# As a working copy, 2 of the compounds above.
SMILES,SRC3 TRFRET art,SRC1 TRFRET art
C#CCOCCOCCOCCNc1nc(N2CCOCC2)nc(N2CCN(C(=O)Cn3cc(CCCN=C(N)N)nn3)CC2)n1,1707,1704
O=C(CSc1ncnc2ccccc12)Nc1cccc(S(=O)(=O)N2CCCC2)c1,1522,1885

# High-throughput results as filed in PubChem.
